M. tuberculosis HTS: M. tuberculosis growth inhibition, HTS (AID 449762); 0.59% of 330,000 active; inhibition, % at 25 µM; hits with a dose series show IC50 in µM; M. tuberculosis H37Rv growth inhibition, 7H9 media; higher % means a stronger effect; in the data active = a potency from the dose series; inconclusive = inhibition above about 70% without an active follow-up result;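 note: bacterial growth assessed after seven days of incubation; strong numbers were not always called active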
Salmonella PhoP GFP: Inhibition of PhoP regulon, Salmonella typhi GFP reporter cells, confirmation, 4 h (AID 1850). Salmonella Typhi PhoP-promoter GFP reporter, fluorescence, 4 h; higher % means a stronger effect. 0.33% of 310,000 active. one-dose inhibition, % at 50 µM; IC50 in µM for titrated hits; in the data active = a potency from the dose series; inconclusive = inhibition mostly from about 25% at the one dose, without a potency; inactive = the rest, 99 in 100 with inhibition below about 19%;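 note: 0% = induced wells with vehicle and 100% = uninduced wells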
influenza NS1A: H1N1 influenza NS1A inhibitors, functional cell based assay (AID 504329); NS1A functional cell-based assay, percent inhibition; higher % means a stronger effect; inhibition, % at 12.5 µM; hits with a dose series show IC50 in µM; 0.3% of 340,000 active; in the data active = a potency from the dose series; inconclusive = inhibition above about 27% without an active follow-up result; note: strong numbers were not always called active
tuberculosis growth: growth inhibition of non-replicating M. tuberculosis (AID 488890); Mycobacterium tuberculosis non-replicating, growth inhibition; higher % means a stronger effect; 0.39% of 320,000 active; inhibition, % at 25 µM, or IC50 in µM where a hit was titrated; in the data active = a potency from the dose series; inconclusive = inhibition mostly from about 82% at the one dose, without a potency; inactive = the rest, 99 in 100 with inhibition below about 76%;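 note: plate controls were DMSO cells for no effect and high antibiotic wells for full effect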
VEEV TC-83 Vero: inhibitors of VEEV TC-83 cytopathic effect, confirmation, Vero cells (AID 588727) | one-dose inhibition, % at 20 µM; IC50 in µM for titrated hits | Vero cells, VEEV TC-83 cytopathic effect inhibition; higher % means a stronger effect | 0.13% of 350,000 active; in the data active = a potency from the dose series; inconclusive = inhibition mostly from about 14% at the one dose, without a potency; inactive = the rest, 99 in 100 with inhibition below about 12%; note: strong numbers were not always called active
* hit, by the source's call; i = inactive; ? = inconclusive; · = not tested or not shown.

Results follow in this order: M. tuberculosis HTS | Salmonella PhoP GFP | influenza NS1A | tuberculosis growth | VEEV TC-83 Vero
- CC1CCN(C(=O)CN2C(=O)NC3(CCCc4ccccc43)C2=O)CC1 (centres undefined)
    · | · | 3% | · | i
- Oc1cccc2c3c(oc12)CCCC3
    57% | 10% | · | 6% | 1.1%
- Cn1cnnc1SCC(=O)Nc1ccc(Cl)c(S(=O)(=O)N2CCOCC2)c1
    -4% | 1% | -8% | 5% | 0.2%
- CC(C)(C)N(Cc1ccccc1)C(=O)COc1cccnc1[N+](=O)[O-]
    1% | -7% | -16% | 7% | i
- Oc1cccc(C(Nc2nccs2)c2ccc3cccnc3c2O)c1 (centres undefined)
    -7% | 4% | 10% | -13% | 8.5%
- CCOC(=O)c1[nH]c2ccc(Br)cc2c1NC(=O)CCN1CCC(C)CC1
    -5% | -12% | 10% | 17% | 0.8%
- O=C(NCCc1ccc(Cl)cc1)c1cnc2n(c1=O)CCS2
    -7% | -14% | -27% | 12% | 1.1%
- COc1ccc(NC(=S)N2CCC(NC(=O)c3ccccc3C)CC2)cc1
    5% | 6% | 3% | 18% | 0.7%
- COc1ccccc1-n1c(=O)c(C#N)c(-c2ccc([N+](=O)[O-])cc2)c2cc(C(=O)c3ccccc3O)cnc21
    5% | 7% | 6% | 20% | 2.0%
- Cc1sc2ncnc(N3CCC(C(=O)Nc4ccc(F)cc4Cl)CC3)c2c1C
    66% | · | -6% | 48% | 7.8%
- CCC(C)Sc1nc2c(c(=O)[nH]c(=O)n2C)n1Cc1ccccc1Cl (centres undefined)
    0% | -11% | 7% | 12% | 3.1%
- Cn1c(=O)c2c(ncn2CCOc2ccc(Br)cc2)n(C)c1=O
    4% | 3% | 1% | 18% | 3.3%
- COc1cc(CCC(=O)N2CCN(c3ccc([N+](=O)[O-])cc3)CC2)cc(OC)c1OC
    -5% | -2% | 26% | 3% | i
- O=C(COC(=O)CNC(=O)c1ccccc1)Nc1ccc(Cl)cn1
    -5% | · | 7% | 8% | 1.1%
- Cc1nc2cc(Cl)c([N+](=O)[O-])cc2s1
    0% | 1% | 3% | -8% | 1.0%
- CC(C)(C)c1ccc(C(=O)N2CCN(CCNC(=O)C(=O)NCc3ccccc3)CC2)cc1
    -1% | -2% | -11% | 31% | 1.6%
- COc1ccc([C@H]2[C@@H](C#N)[C@H](C#N)N3CCCN23)cc1
    -4% | 1% | 1% | -1% | i
- C#CCOC(=O)C1C2C=CC(C2)C1C(=O)O (centres undefined)
    0% | -1% | -8% | -11% | i
- CC1=CCC2C(=O)N(c3ccc(C(=O)Nc4ccccc4Cl)cc3)C(=O)C2C1 (centres undefined)
    -8% | -7% | 2% | 17% | 0.7%
- O=C(NNC(=S)NCC1CCCO1)c1cccc(S(=O)(=O)N2CCOCC2)c1 (centres undefined)
    4% | 8% | -1% | -16% | i
- CCOC(=O)c1oc2ccccc2c1CN1CCN(C)CC1
    2% | -3% | -18% | 0% | i
- COc1ccc(S(=O)(=O)Cc2ccc(C(=O)NC(C)C)o2)cc1
    -1% | -21% | 8% | 15% | 0.6%
- CCOC(=O)c1c(C)[nH]c(C)c1S(=O)(=O)N(C)Cc1ccco1
    -6% | -3% | 0% | 1% | 1.4%
- O=C(CN1C(=O)/C(=C/c2ccccc2F)Sc2ccccc21)N1CCN(c2ccccn2)CC1
    6% | -5% | 8% | 32% | 0.2%
- CN(CC(=O)Nc1ccccc1Br)C(=O)c1ccc(-c2ccc(Cl)cc2)o1
    39% | 23% | -10% | 58% | 7.0%
- COCCNC(=O)Cn1nc(-c2ccccc2F)ccc1=O
    · | · | 23% | · | i
- CSc1nnc(CCCCCNC(=O)OC(C)(C)C)o1
    3% | 1% | 0% | 0% | i
- CC(=O)C1(C)C(=O)N(c2ccc(F)cc2)C(=O)N1c1ccc(F)cc1 (centres undefined)
    · | · | -4% | · | 0.4%
- CCOc1ccc2c(CC)cc(=O)oc2c1OCC
    1% | -6% | 26% | -19% | i
- COCCNC(=O)c1cc2nc(-c3ccccc3)cc(C)n2n1
    0% | -5% | -2% | -6% | 5.2%
- O=C1NC2=C(C(=O)CCC2)C(c2cccc([N+](=O)[O-])c2)N1 (centres undefined)
    · | · | 3% | · | i
- COc1ccccc1N=C1SCC(=O)N1c1ccccc1OC
    -1% | -8% | -3% | 4% | 2.9%
- CCN1CCOC(c2ccccc2)C1 (centres undefined)
    · | · | -9% | · | 0.1%
- Cc1ccc(S(=O)(=O)NC(Cc2ccc(Cl)cc2)C(=O)O)cc1 (centres undefined)
    5% | 2% | -6% | -25% | i
- Cc1csc(NC(=O)C2CCN(C(=O)CSc3nnc(C)n3Cc3ccccc3)CC2)n1
    -12% | 0% | -10% | 16% | 0.2%
- CCN(CC(=O)Nc1ccccc1C(F)(F)F)C(=O)Cc1ccc2c(c1)CCC2
    5% | · | -4% | 3% | 3.2%
- O=C(NCc1ccc(F)cc1)c1cc(-c2cccs2)on1
    1% | 9% | -1% | 24% | 1.6%
- CCCCCC1CCC(c2nnc(SCC(C)=O)o2)CC1 (centres undefined)
    21% | 13% | 2% | ? | 0.1%
- CCCN1C(=O)C(Cc2nc3ccccc3c(=O)n2C)c2ccccc21 (centres undefined)
    -4% | -3% | 2% | 11% | 0.4%
- O=S1(=O)C=C(N2CCOCC2)c2ccccc21
    -14% | 20% | -4% | 26% | 3.3%
- COC(=O)CSc1ncnc2c1sc1nc(N3CCOCC3)c3c(c12)CCCC3
    -2% | -9% | 4% | -3% | 2.0%
- COc1cc(CN2CCN(c3cccc(C)c3C)CC2)cc(Br)c1O
    ? | -20% | 1% | 60% | i
- CC(C)Oc1cccc(C(=O)N2CCCC2)c1
    3% | 5% | 6% | 73% | i
- CN(CC(=O)Nc1cccc(F)c1)C(=O)c1cc(-c2ccccc2)nc2ccccc12
    22% | 3% | -2% | 42% | 8.2%
- Cc1ncsc1C(=O)Nc1nc2c(s1)CC(C)CC2 (centres undefined)
    68% | -7% | 1% | 44% | i

A section from the list above, for reference:
Results follow in this order: M. tuberculosis HTS | Salmonella PhoP GFP | influenza NS1A | tuberculosis growth | VEEV TC-83 Vero
- O=C1NC2=C(C(=O)CCC2)C(c2cccc([N+](=O)[O-])c2)N1 (centres undefined)
    · | · | 3% | · | i
- COc1ccccc1N=C1SCC(=O)N1c1ccccc1OC
    -1% | -8% | -3% | 4% | 2.9%
- CCN1CCOC(c2ccccc2)C1 (centres undefined)
    · | · | -9% | · | 0.1%

Three structures from above, sorted by SMILES length, smallest number first.
Results follow in this order: M. tuberculosis HTS | Salmonella PhoP GFP | influenza NS1A | tuberculosis growth | VEEV TC-83 Vero
- Cc1ncsc1C(=O)Nc1nc2c(s1)CC(C)CC2 (centres undefined)
    68% | -7% | 1% | 44% | i
- CCCN1C(=O)C(Cc2nc3ccccc3c(=O)n2C)c2ccccc21 (centres undefined)
    -4% | -3% | 2% | 11% | 0.4%
- COC(=O)CSc1ncnc2c1sc1nc(N3CCOCC3)c3c(c12)CCCC3
    -2% | -9% | 4% | -3% | 2.0%

Remaining list, next part:
Results follow in this order: M. tuberculosis HTS | Salmonella PhoP GFP | influenza NS1A | tuberculosis growth | VEEV TC-83 Vero
- CCCCNC(=O)[C@]1(C)CCC[C@@]2(C)C3CC[C@@]4(C)C[C@]3(CCC21)CC4=O (some centres undefined)
    -1% | · | 0% | -2% | 3.3%
- CCOc1cc(/C=N/n2c(C)nc3ccccc3c2=O)ccc1O
    -2% | 1% | 9% | -9% | 3.8%
- O=S1(=O)c2ccccc2C(O)(c2ccccc2)c2ccccc21
    · | · | -13% | · | 1.4%
- CC1CCCC(NC(=O)/C=C/c2c(F)cccc2Cl)C1C (centres undefined)
    ? | -2% | -9% | -11% | i
- Cc1ccc(NC(=O)CCN2CCC(C(N)=O)CC2)cc1
    7% | 1% | -3% | -3% | 1.4%
- CC(C)c1csc2nc3n(c(=O)c12)CCCCC3
    10% | 1% | -7% | 29% | 0.5%
- COc1cccc(C(=O)OCC(=O)NCCNC(=O)COC(=O)c2cccc(OC)c2OC)c1OC
    -12% | 4% | -9% | 12% | 1.6%
- Cc1ccccc1C(=O)NCc1nnc(SCC(=O)N2c3ccccc3Sc3ccccc32)n1C
    4% | -4% | -4% | 40% | 6.6%
- Cc1sc(-c2ccccn2)nc1OC(=O)c1ccc(Cl)cc1
    -1% | -1% | -7% | -5% | 4.9%
- Cc1nnc(SCC(=O)Nc2cccc(S(=O)(=O)NC3=NCCCCC3)c2)n1Cc1ccccc1
    -3% | -2% | -2% | 3% | 1.3%
- Cc1cccc(C(=O)OCC(=O)c2c(N)n(CC(C)C)c(=O)n(C)c2=O)c1O
    -11% | 7% | -2% | 35% | 6.0%
- CCc1ccc(S(=O)(=O)NCc2cccs2)cc1
    13% | -5% | -17% | 58% | 0.3%
- CCCCC1=CC2=CC(=O)C(C)(OC(=O)CC)C(=O)C2=CN1CCOC (centres undefined)
    3% | 0% | 13% | 6% | i
- CC(C)Cn1c(SCC(=O)NC(=O)NC2CCCC2)nc2ccccc21
    1% | -15% | -11% | 24% | i
- Cc1cc(C)nc(Nc2ccc(C(=O)O)cc2)n1
    -1% | -1% | 1% | 0% | 0.2%

Next section; it opens with the 2 that closed the last part.
Results follow in this order: M. tuberculosis HTS | Salmonella PhoP GFP | influenza NS1A | tuberculosis growth | VEEV TC-83 Vero
- CC(C)Cn1c(SCC(=O)NC(=O)NC2CCCC2)nc2ccccc21
    1% | -15% | -11% | 24% | i
- Cc1cc(C)nc(Nc2ccc(C(=O)O)cc2)n1
    -1% | -1% | 1% | 0% | 0.2%
- CCC(C)c1ccc(NC(=S)NCCn2cc(Cl)cn2)cc1 (centres undefined)
    ? | 0% | -8% | ? | 0.8%
- CC(C)C(CCNC1CCN(C)CC1)c1ccc(Cl)cc1 (centres undefined)
    -3% | 23% | -3% | 37% | >25µM*
- O=C(c1ccc(C(F)(F)F)cc1)C1CCCN(C(=O)Cn2cncn2)C1 (centres undefined)
    -15% | -3% | -6% | 2% | i
- COc1ccc(-c2nn(-c3ccccc3)cc2/C=N/Nc2ccccn2)cc1OC
    57% | 14% | 1% | 69% | ?
- Brc1ccccc1/C=N/N1CCCCC1
    8% | -15% | -14% | 6% | i
- Cc1nc2cc(N3CCN(C)CC3)c(NC(=O)Cc3ccccc3)cc2c(=O)n1Cc1ccccc1
    5% | 0% | 2% | -8% | 5.5%
- CCOc1ccccc1C(=O)NCC(=O)N(C)Cc1ccccc1C
    -3% | -2% | -9% | 24% | 0.5%
- CCc1nc(Nc2ccc(OC)c(OC)c2)c2nnn(Cc3ccccc3Cl)c2n1
    6% | -20% | 0% | -6% | 4.3%
- Cc1cccc(NC(=O)c2cccs2)n1
    -7% | -12% | 2% | -5% | 0.5%
- CC(=O)Nc1ccc(S(=O)(=O)N=S(C)(C)=O)cc1
    -9% | -6% | 6% | 3% | 0.8%
- CCOC(=O)N1CCN(CC(O)COCCC23CC4CC(CC(C4)C2)C3)CC1 (centres undefined)
    10% | -4% | -2% | 49% | 0.9%
- CC(=O)c1cccc(S(=O)(=O)N2CCCC(c3nc(-c4ccc(C)o4)no3)C2)c1 (centres undefined)
    2% | -14% | 22% | 15% | 3.3%
- CCCSc1ccc(-c2nn(-c3ccccc3)cc2/C=C(/C#N)C(=O)NCCCOC)cc1
    -2% | -6% | 3% | 0% | i
- COc1ccc2[nH]cc(S(=O)(=O)c3ccc(F)cc3)c(=O)c2c1
    0% | -11% | 5% | · | 0.9%
- COc1ccc(CNC(=O)COC(=O)c2cccn2C)cc1
    0% | · | 6% | 0% | 0.5%
- COc1cc(/C=C(/NC(=O)c2ccccc2)C(=O)N2CCN(C)CC2)c([N+](=O)[O-])cc1OC
    -1% | -11% | -1% | -12% | 0.4%
- OCCC#Cc1ccc(CN2CCN(Cc3ccccc3)C(CCO)C2)cc1 (centres undefined)
    8% | -4% | 1% | 28% | i
- Cc1ccc(C)c(N2CCN(CCCNC(=O)Cn3cccc3C(=O)c3ccccc3)CC2)c1
    3% | -12% | 8% | 70% | 6.1%
- NNC(=O)c1ccc(CN2C(=O)c3cccc4cccc2c34)cc1
    2% | -7% | -3% | 16% | 3.4%
- COc1ccc(C(=O)NCCc2nnc3ccc(SCC(=O)Nc4cc(C)on4)nn23)cc1
    6% | 11% | 24% | 4% | 1.0%
- O=C(ONC1=NCCCCC1)c1ccc(Cl)cc1
    9% | -3% | 8% | 45% | 10%
- COc1ccc(C2(c3ccc(OC)cc3)NC(=O)N(CC(=O)NC3CCS(=O)(=O)C3)C2=O)cc1 (centres undefined)
    0% | · | -7% | -16% | 1.8%

Screening results as filed in PubChem.
